# Source: PubChem (National Center for Advancing Translational Sciences (NCATS))
# Lipid storage S3: qHTS Assay for Lipid Storage Modulators in Drosophila S3 Cells | Drosophila S3 cells, BODIPY lipid droplet fluorescence, 18-24 h; cells fed with added oleic acid | lipid storage change, negative = inhibition, % at the top dose, mostly 46.1 µM; hits show Potency in µM | 0.64% of 320,000 active | AID 2685; active means well fitted inhibition curve with a large enough effect in the signal ratio, with a control signal flat, not every such curve was filed as active; inconclusive means small, poorly fitted or top-dose-only effect, or effect the other way, or a change in a side signal; the % refers to the signal ratio
#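 Drosophila S3 cells loaded with oleic acid (400 uM, as added) and compounds at several concentrations; lipid droplets imaged by 488-nm laser-scanning cytometry, 500–530 nm intensity and object ratio to cell channel. Percent activity normalized to 20 uM Triacsin C.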
# Lipid storage S3 cell count max: recorded beside Lipid storage S3, whose call it bears; cell number change, %; measured here: cell count max response;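 cells counted by Cell Tracker Red CMTPX staining in the red channel; peak over a dose series mostly up to 46.1 µM; percent activity relative to internal control wells on each plate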
# Active calls of the source: *; i = inactive; ? = inconclusive; / = not tested or not shown. On the % scale 0 is the no-effect control and ±100 the full control effect; potency means the concentration at half of the fitted maximal effect.
# A first look:
SMILES,Lipid storage S3,Lipid storage S3 cell count max
O=C(Cn1cnnn1)Nc1cccc([N+](=O)[O-])c1,?,/
COc1ccc(CCNC(=O)C2CCC(=O)N(CC3CCCCC3)C2)cc1 (centres undefined),-11.4%,-5.5
Cc1ccc(Cl)cc1NS(=O)(=O)Cc1ccccc1,i,-7.7
COCCNC(=O)C(=O)NNS(=O)(=O)c1ccc2ccccc2c1,-9.6%,2.8

# All compounds of this part (from the top)
SMILES,Lipid storage S3,Lipid storage S3 cell count max
O=C(Cn1cnnn1)Nc1cccc([N+](=O)[O-])c1,?,/
COc1ccc(CCNC(=O)C2CCC(=O)N(CC3CCCCC3)C2)cc1 (centres undefined),-11.4%,-5.5
Cc1ccc(Cl)cc1NS(=O)(=O)Cc1ccccc1,i,-7.7
COCCNC(=O)C(=O)NNS(=O)(=O)c1ccc2ccccc2c1,-9.6%,2.8
CCN1CCN(CC(=O)Nc2c(OC)cccc2OC)CC1,?,/
COc1ccc(NC(=O)CN(C)C(=O)CCNS(=O)(=O)c2ccc(Br)cc2)cc1,?,/
CCCn1c(=N)n(CC(O)COc2ccc(C)cc2)c2ccccc21 (centres undefined),?,/
O=C(COC(=O)c1cc([N+](=O)[O-])ccc1NCCO)c1ccccc1,?,/
O=C(O)CCC(=O)N1N=C(c2ccccc2)CC1c1cccs1 (centres undefined),?,/
Brc1cccc(-c2nc(-c3ccncc3)no2)c1,-3.8%,-17.0
COc1cc(OC)cc(C(=O)NCC(=O)Nc2ccc(C)c(Cl)c2)c1,?,/
COc1cc(OC)c(C(=O)Nc2cccnc2)cc1OC,?,/
CCOc1cc(C(=O)NC(=S)Nc2nc(C)cc(C)n2)cc(OCC)c1OCC,13.6%,/
COc1ccc(N(CC(=O)NCCSCc2ccco2)S(=O)(=O)c2ccc(C)cc2)cc1,?,/
O=C(N=C1SC2CS(=O)(=O)CC2N1c1ccc(F)c(Cl)c1)C1CC1 (centres undefined),?,/
CCOC(=O)C1CCCN(C(=O)c2cc3c(-c4cccc(OC)c4)nn(C)c3s2)C1 (centres undefined),i,/
Cc1ccc(C(=O)Nc2ncccc2C)cc1S(=O)(=O)N1CCOCC1,?,/
O=C(CCCCn1c(=O)c2ccccc2n(CC(=O)NC2CCCC2)c1=O)NCc1ccco1,i,-8.8
CC(Oc1ccccc1F)C(=O)NNC(=O)CC(C)c1ccccc1 (centres undefined),25.6%,/
Cc1c(NC(=O)c2cccc(NC(=O)COc3ccccc3)c2)c(=O)n(-c2ccccc2)n1C,-10.0%,0.6
CCOC(=O)C1CCN(Cc2ccc(O)c(OC)c2)CC1,?,/
Cc1ccc(C(C(=O)NCC2CCCO2)N(C(=O)c2snc(C(N)=O)c2N)c2ccccc2F)o1 (centres undefined),i,20.4
C=CCn1c(SCc2c(C(=O)OC)sc(N)c2C(=O)OC)nnc1-c1ccc(Cl)cc1,?,/
CCOC(=O)C1CCN(C(=O)CN2C(=O)c3ccccc3S2(=O)=O)CC1,?,/
CN1C(=O)C2(C(C#N)=C(N)N(c3cc(Cl)cc(Cl)c3)C3=C2C(=O)CC(C)(C)C3)c2ccccc21 (centres undefined),?,/
O=C(NC(=S)Nc1ccc(F)cc1)C1CCCCC1,?,/
COC(=O)c1sccc1NC(=O)C1CCCCC1C(=O)O (centres undefined),2.1%,13.3
COc1ccc(N2C(=O)NC(NC(=O)C(C)(C)C)(C(F)(F)F)C2=O)cc1 (centres undefined),4.3%,-16.8
O=[N+]([O-])c1ncccc1Oc1nc(-c2cccnc2)nc2ccccc12,?,/
OCCN(Cc1ccccc1)Cc1ccc(Cl)cc1Cl,?,/

# In a second layout: results already given.
OCCN(Cc1ccccc1)Cc1ccc(Cl)cc1Cl
- Lipid storage S3: ?
- Lipid storage S3 cell count max: /
CCOC(=O)C1CCN(Cc2ccc(O)c(OC)c2)CC1
- Lipid storage S3: ?
- Lipid storage S3 cell count max: /
CN1C(=O)C2(C(C#N)=C(N)N(c3cc(Cl)cc(Cl)c3)C3=C2C(=O)CC(C)(C)C3)c2ccccc21 (centres undefined)
- Lipid storage S3: ?
- Lipid storage S3 cell count max: /
C=CCn1c(SCc2c(C(=O)OC)sc(N)c2C(=O)OC)nnc1-c1ccc(Cl)cc1
- Lipid storage S3: ?
- Lipid storage S3 cell count max: /

# Other compounds
SMILES,Lipid storage S3,Lipid storage S3 cell count max
CCC(=O)c1ccc(OCC(=O)O)c(OC)c1,?,/
CCCOc1ccc(C(=O)NNC(=O)CCNC(=O)c2ccccc2Cl)cc1OC,?,/
COC(=O)C(C)(N)Cc1ccc(O)cc1 (centres undefined),-15.6%,-17.2
COc1ccc(OCCNC(=O)Nc2cc(F)c(F)cc2Cl)cc1,?,/
CCOC(=O)c1[nH]nc(-c2cc(CC)c(O)cc2O)c1-c1cscn1,i,/
COc1cc(NC(=O)CN2CCN(c3ccccc3O)CC2)c(C)cc1[N+](=O)[O-],?,/
N#Cc1ccc(CN2CCN(C(=O)c3cc(C4CC4)nn3-c3ccccc3)CC2)cc1,?,/
Cc1nn(C)c(C(=O)Sc2ccccc2)c1[N+](=O)[O-],?,/
CCCCCC(=O)Nc1cc(S(=O)(=O)N2CCOCC2)ccc1N1CCCC1,?,/
CCOC(=O)CC1C(C(=O)OCC)ON2OC(C(=O)OC)C(C(=O)OCC)C12 (centres undefined),?,/
CCOC(=O)C(Cc1c[nH]c2ccccc12)NC(=O)CNC(C)=O (centres undefined),6.9%,2.1
CC(C)c1ccc(S(=O)(=O)N2CCN(CCC(=O)Nc3ccc(N(C)C)cc3)CC2)cc1,?,/
CCc1ccc(NC(=O)CNCc2ccc(OC)c(OC)c2)cc1,?,/
Cc1cccc(-n2ccnc2SCC(=O)O)c1C,i,/
COc1ccc[nH]c1=O,?,/
C=CCN(c1ccccc1OC)S(=O)(=O)c1cccc(C(=O)OCC(=O)c2c[nH]c3ccccc23)c1,?,/
COc1cc2c(cc1OC)CN(C(=O)C(C)(C)C)CC2,?,/
COc1cc(/C=N/N2CCN(c3ccccc3OC)CC2)ccc1OC(C)=O,?,/
COc1cccc2c(=O)n(CC(=O)N3CCC(C)CC3)ccc12,29.3%,1.2
O=C(Cn1[nH]c(=O)c2ccccc2c1=O)NNC(=O)c1ccccc1,?,/
CNC(=O)c1[nH]nc2c1CCc1ccccc1-2,-1.2%,13.3
Cc1nc2nc(C)c(CCC(=O)NC3CCCCC3)c(C)n2n1,9.8%,/
CC(=O)c1ccc(NC(=O)Nc2sc(NS(=O)(=O)c3ccccc3)nc2C)cc1,-0.5%,19.3
O=C(c1cccc(OC2CCN(Cc3cc(F)cc(F)c3)CC2)c1)N1CCCC1,?,/
O=c1[nH]c2ccccc2n1CCCSCCCn1c(=O)[nH]c2ccccc21,12.9%,-21.7
O=C(Nc1ccccc1Cc1ccccc1)c1ccccc1F,?,/
C(=N\Nc1nc(N2CCOCC2)nc(N2CCOCC2)n1)/c1cccnc1,?,/
COc1ccc(/C=C(\C#N)C(=O)C(C)(C)n2cncn2)cc1,?,/
COc1ccc(Cl)cc1C(=O)Nc1nc2ccccc2[nH]1,?,/
CN1CCN(/N=C/c2nc(-c3ccccc3)n3ccccc23)CC1,17.8%,/
Cc1cccc(NC(=O)c2cnccn2)c1,?,/
O=C(C1CCCN(S(=O)(=O)c2cccc3nsnc23)C1)N1CCN(c2ccccn2)CC1 (centres undefined),?,/
COCc1cc(C)nc2sc(C(=O)OC)c(N)c12,i,/
CCCCNC(=O)c1cc2cc(CC)ccc2[nH]1,?,/
COc1cccc(NC(=O)C(C)Oc2ccccc2)c1 (centres undefined),?,/
COc1ccc(C(=O)NCCn2cc(SCC(N)=O)c3ccccc32)cc1,10.7%,8.6
Cc1cccc(N2CN(Cc3ccco3)CNC2=S)c1,0.9%,0.6
CC(=O)c1ccc(NS(=O)(=O)c2cc3c(cc2C)N(C)CCO3)cc1,?,/
Cc1c(C(=O)N(C)Cc2ccccc2)oc2ccc(S(=O)(=O)N3CCCC3)cc12,20.7%,-25.2
NNC(=O)c1cc(-c2ccc(N)cc2)nc2ccc(Br)cc12,-4.9%,-19.7
Cc1ccc(C(O)P(=O)(OCCC(C)C)c2ccc(N(C)C)cc2)cc1 (centres undefined),?,/
Cc1ccc(NC(=O)CNc2ccc(Cl)c(Cl)c2)cc1S(=O)(=O)N(C)C,?,/
Cc1cc([N+](=O)[O-])nn1CC(=O)NCCc1c[nH]c2ccccc12,?,/
O=C(COc1ccc(C(=O)c2ccccc2)cc1)NC1CCCCC1,?,/
COc1cccc(NS(=O)(=O)c2cc(C)ccc2OC)c1,?,/
COCCNC(=O)COc1ccc(C)cc1C(=O)c1cc(C#N)c(=O)n(C2CC2)c1,?,/
O=C(NCCN1C(=O)S/C(=C\c2cccnc2)C1=O)c1ccc(S(=O)(=O)N2CCCC2)cc1,-10.1%,/
CCOc1ccc(NC(=O)Nc2nc(SCC)ns2)cc1,?,/
Cc1ccc(NS(=O)(=O)c2ccc3c(c2)NC(=O)CO3)cc1,i,/
CCc1noc(C)c1C(=O)N1CCN(S(=O)(=O)c2ccc(Cl)s2)CC1,2.7%,7.2

# Later entries:
SMILES,Lipid storage S3,Lipid storage S3 cell count max
Cc1ccc2nc(C)c3c(c2c1)N(c1ccc(F)cc1)CC3,-13.4%,4.9
COC(=O)c1nn(-c2ccccc2)c(-c2ccccc2)c1C(=O)c1ccccc1,?,/
OCc1cn(-c2ccccc2)nc1-c1cc2ccccc2o1,-3.5%,-19.0
Cc1ccc2c(C(=O)CN3CCC4(CC3)OCCO4)c(C)[nH]c2c1,9.6%,-0.9
O=C(COC(=O)Cc1cccs1)Nc1ccccc1Cl,?,/
Cc1cc[n+](-c2[nH]c(=O)sc2/C=N/N=C(\[O-])c2ccccc2)cc1,-5.8%,-8.5
CCC(=O)Nc1ccccc1C(=O)N1CCCC1,i,13.5
COC(=O)c1c(NC(=O)COC(=O)C2CCC2)sc(C)c1C,?,/
COc1cc(C)ccc1OCc1cc(C(=O)N2CCN(C)C[C@@H]2c2ccccc2)no1,i,-0.6
COc1ccccc1NC(=O)c1c(NC(=O)c2ccco2)sc2c1CCC2,?,/
NNC(=O)C1CCCn2c1nc1sc3c(c1c2=O)CCCC3 (centres undefined),?,/
Cc1ccc(SCC(=O)c2c(C)[nH]c3ccccc23)cc1,-1.4%,-20.6
CC(=O)Nc1ccc(/C(C)=N/NS(=O)(=O)c2ccc(C)cc2)cc1,-0.8%,-18.5
O=C(CN1C(=O)NC2(CCCCC2)C1=O)Nc1ccc2c(c1)OCCCO2,?,/
c1ccc(N2CCN(Cc3cn4ccccc4n3)CC2)cc1,7.7%,0.8
O=C(O)[C@@H]1CSC2(CCSC2)N1 (some centres undefined),-0.1%,2.6
CCOC(=O)N1CCN(C(=O)c2ccc(NC(C)=O)cc2)CC1,-1.6%,15.7
CCc1ccc(C2CC(=O)N(c3cccc(F)c3)C3=C2C(=O)OC3)cc1 (centres undefined),?,/
Cc1cc(N/N=C/c2c[nH]c3ccccc23)c2ccccc2n1,8.5%,-7.5
CC(=O)Nc1ccc(Cl)cc1C(=O)O,?,/

# Sorted by heavy-atom count (low to high): 3 of the compounds above.
SMILES,Lipid storage S3,Lipid storage S3 cell count max
CC(=O)Nc1ccc(Cl)cc1C(=O)O,?,/
NNC(=O)C1CCCn2c1nc1sc3c(c1c2=O)CCCC3 (centres undefined),?,/
Cc1cc(N/N=C/c2c[nH]c3ccccc23)c2ccccc2n1,8.5%,-7.5

# Next section
SMILES,Lipid storage S3,Lipid storage S3 cell count max
COC(=O)c1ccc(NC(=O)C2CCN(C(=O)Nc3ccccc3)CC2)cc1,?,/
Cc1ccc(NC(=O)N2CCC(c3nc4c(nnn4Cc4c(F)cccc4Cl)c(=O)[nH]3)CC2)cc1,?,/
N#Cc1ccccc1CSC1=NCCS1,-8.0%,-1.9
CC(OC(=O)CNC(=O)C12CC3CC(CC(C3)C1)C2)C(=O)Nc1ccc(N2CCOCC2)cc1 (centres undefined),?,/
Cc1ccc(N(CC(=O)NCCc2ccc(Cl)cc2)S(=O)(=O)c2c(C)noc2C)cc1,?,/
COc1ccccc1NS(=O)(=O)c1ccc2c(c1)OCCO2,?,/
CC(C)c1ccc(NC(=O)c2ccc(Br)o2)cc1,0.7%,-9.0
CCn1c(SCC(=O)NCC2CCCO2)nc2c([nH]c3ccccc32)c1=O (centres undefined),-4.8%,-10.3
Cc1ccc(C2=CSC3=NS(=O)(=O)CCN23)cc1,?,/
COc1ccccc1Nc1ncc(-c2cccs2)s1,?,/
Cc1nn(-c2ccc(F)cc2)c2sc(C(=O)OCC(=O)N3CCC(C)CC3)cc12,?,/
CCN(CCCNC(=O)CCNC(=O)Cn1cnc2ccccc2c1=O)c1cccc(C)c1,11.0%,21.2
C/C=C/c1ccc(OC)c(OC(C)=O)c1,?,/
CCn1c(-c2ccc(F)cc2)n[nH]c1=S,?,/
O=C(N/N=C/c1cn(Cc2ccccc2)c2ccccc12)c1cccnc1,?,/
CC(=O)c1ccc(N2CCN(C(=O)C3CCN(C(=O)Nc4ccccc4)CC3)CC2)cc1,?,/
CC1(C)Cc2c(sc3nc(C4CCCCC4)n(N)c(=O)c23)CO1,-9.8%,1.7
CCOC(=O)c1[nH]c2ccc(OC)cc2c1NC(=O)OC,7.6%,-12.3
CCc1ccc(Nc2nc(N)nc(CSc3nnnn3-c3ccccc3)n2)cc1,?,/
CCOc1ccc(NC(=O)c2cc(S(=O)(=O)N3CCCCC3)c[nH]2)cc1,?,/
Cc1cccc(NC(=O)c2cc(Cl)sc2Cl)c1C,?,/
CSCCC(NS(=O)(=O)c1ccc2c(c1)oc(=O)n2C)C(=O)NC1CCN(Cc2ccccc2)CC1 (centres undefined),1.6%,19.0
N#Cc1cnc2c(-c3ccccc3)c(-c3ccccc3)nn2c1N,?,/

# Not all compounds are listed (hit frequency here may not be typical).
